# Compound activity (PubChem)
# SR-BI DiI-HDL act: enhances SR-BI lipid uptake from DiI-HDL. CHO ldlA[mSR-BI] cells, DiI-HDL uptake fluorescence, 3 h; 100 = double the neutral-control signal. activation, % at 12.5 µM. 0.096% of 320,000 active;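 active = mean replicate activation of at least 60% and every replicate at or above 60%; inconclusive = mean or all-replicate condition met, but not both; inactive = mean below 60% and not all replicates reaching 60%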;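 note: 0% = median plate neutral-control signal and 100% = twice that signal; values of inactives mirror those of a sister screen read the other way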
#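 Assay system: LDL receptor-deficient CHO ldlA cells overexpressing murine SR-BI / Medium: BSA-supplemented, HEPES-buffered Ham's F12, pH 7.4 / Probe or stimulus: DiI-labelled HDL at 10 µg/mL final / Timing: compound with DiI-HDL co-incubation, 3 h at 37 °C / Technique: bottom-read cell fluorescence after medium removal, ex 550/em 595 nm / Measure: HDL uptake via cellular fluorescence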
# CAL PDZ FP-1: blocks peptide binding to the human CAL PDZ domain; Q9HD26; purified CAL PDZ, TMR-peptide fluorescence polarization, 1 h; inhibition, % at 24.9 µM; 0.92% of 300,000 active; AID 602252;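 active = mean inhibition of at least 30% with at least half of replicates also reaching 30%; inconclusive = no clear call, values can overlap the other calls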;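 note: 0% = DMSO neutral control and 100% = excess unlabeled competitor peptide PRC23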
# PvdQ acylase: blocks Pseudomonas aeruginosa PvdQ acylase activity; purified PvdQ acylase, fluorescence plate reader; inhibition, % at 10 µM; 0.063% of 340,000 active; AID 488965; in the data active = inhibition above about 30%, passing the limit was not always enough; inconclusive = no clear call, values can overlap the other calls;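 note: 0% = vehicle neutral wells and 100% = reference inhibitor wells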
# dFosB act: activators of mouse delta FosB homodimer. 0.99% of 340,000 active. purified delta FosB, TAMRA-CDK5 oligo fluorescence polarization; percent of positive-control signal above neutral wells. activation, % at 25 µM;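 active = mean activation above about 17%, with every replicate also reaching it, limit read from the data, passing the limit was not always enough; inconclusive = only one of the two conditions met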;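 note: fluorescence polarization rise as delta FosB binds a TAMRA Cdk5 AP-1 oligo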
# Target sequence (P13346 whole entry, looked up): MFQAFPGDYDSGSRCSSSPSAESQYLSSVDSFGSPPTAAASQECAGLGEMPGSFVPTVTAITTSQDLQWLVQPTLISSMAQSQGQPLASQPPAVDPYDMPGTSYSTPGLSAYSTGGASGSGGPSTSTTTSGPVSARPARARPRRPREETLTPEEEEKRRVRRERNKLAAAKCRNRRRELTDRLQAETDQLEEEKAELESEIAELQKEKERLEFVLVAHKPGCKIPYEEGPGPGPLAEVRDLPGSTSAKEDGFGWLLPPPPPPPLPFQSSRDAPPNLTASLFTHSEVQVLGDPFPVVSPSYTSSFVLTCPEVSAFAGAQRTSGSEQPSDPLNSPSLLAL
# MITF act: activators of MITF-driven TRPM1 promoter activity in SK-MEL-5 cells; activation, % at 12.5 µM; SK-MEL-5 TRPM1-promoter luciferase, 24 h; % of positive control, neutral wells = 0; 0.75% of 300,000 active;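 active = mean activation of at least 80% with every replicate also reaching 80%; inconclusive = mean reaches 80% but some replicate falls short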;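 note: 0% = neutral control wells and 100% = parthenolide positive control wells; values of inactives mirror those of a sister screen read the other way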
# PfHsp90 yeast 2: growth inhibition of yeast expressing Plasmodium Hsp90. inhibition, % at 9.4 µM. S. cerevisiae expressing PfHsp90, BacTiter-Glo ATP, 48 h; yeast lacking PDR1 and PDR3 efflux regulators. 0.32% of 310,000 active;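 active = every replicate shows inhibition above about 80%, whatever the replicate mean, limit read from the data; inconclusive = mean inhibition reaches the set limit but some replicate falls short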;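 note: 0% = DMSO neutral controls and 100% = 20 µM radicicol positive controls; yeast relying on Plasmodium falciparum Hsp90 in place of its own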
# SR-BI DiI inh: mouse SR-BI HDL lipid transfer inhibition; Q61009; ldlA[mSR-BI] CHO cells, DiI-HDL uptake fluorescence, 3 h; 0.96% of 320,000 active; inhibition, % at 12.5 µM; AID 488896;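 active = mean replicate inhibition of at least 70% and a set share of replicates each scoring 70 or more; inconclusive = meets just one of the two criteria; inactive = fails both criteria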;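 note: 0% = median of neutral control wells and 100% = median of positive control wells; values of inactives mirror those of a sister screen read the other way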
# CAL PDZ FP-2: inhibitors of human CAL PDZ peptide binding; purified CAL PDZ, TMR-peptide fluorescence polarization, 1 h; inhibition, % at 20 µM; 0.02% of 330,000 active; AID 504414;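 active = highest replicate inhibition of at least 40%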;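 note: plate controls were DMSO neutral control wells for no effect and unlabeled competitor peptide control wells for full effect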
#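 Material – purified CerCALP PDZ construct · Detection – FP readout, S and P plane fluorescence · Measure – percent inhibition from loss of millipolarization · Controls – unlabelled peptide for full inhibition, DMSO wells as neutral · Probe or stimulus – TMR-labelled reporter peptide T*-PRC34 bound in PDZ groove · Times – 1 h at RT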
# NSD2 HMT inh: inhibitors of human histone methyltransferase NSD2 | 0.54% of 310,000 active | O96028 | inhibition, % at 12.5 µM | NSD2 peptide methylation, AlphaScreen, 120 min; in the data active = inhibition above about 50%
# Rtt109 Vps75: inhibitors of Candida albicans Rtt109/Vps75 histone acetyltransferase; Q5AAJ8; purified Rtt109/Vps75, ThioGlo CoA-SH fluorescence, 4 h; inhibition, % at 34.9 µM; 0.16% of 330,000 active;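 active = inhibition of at least 50% in every replicate; inconclusive = best replicate reaches 50% inhibition but some replicates fall short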
# Target sequence (Q5AAJ8 whole entry, looked up): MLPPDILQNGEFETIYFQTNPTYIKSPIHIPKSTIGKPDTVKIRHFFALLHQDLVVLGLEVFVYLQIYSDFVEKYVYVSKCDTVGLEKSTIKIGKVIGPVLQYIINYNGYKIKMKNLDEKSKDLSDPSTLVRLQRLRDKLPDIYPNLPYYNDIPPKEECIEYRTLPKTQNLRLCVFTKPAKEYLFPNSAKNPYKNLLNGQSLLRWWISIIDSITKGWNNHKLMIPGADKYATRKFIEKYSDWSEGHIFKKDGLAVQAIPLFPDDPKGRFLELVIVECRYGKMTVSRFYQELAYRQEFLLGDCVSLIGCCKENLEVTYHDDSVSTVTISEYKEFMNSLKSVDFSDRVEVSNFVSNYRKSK
# * marks the source's active call; other numbers are inactive results; u = inconclusive; x = not tested or not shown; & = joins results of further samples.
SMILES,SR-BI DiI-HDL act,CAL PDZ FP-1,PvdQ acylase,dFosB act,MITF act,PfHsp90 yeast 2,SR-BI DiI inh,CAL PDZ FP-2,NSD2 HMT inh,Rtt109 Vps75
C/C(=C1/SC(=S)N(CCC(=O)O)C1=O)c1ccc(O)cc1,1,-7,9,-6,11,-1,-1,-0.6,6,10
CC[C@@]12C(=O)N(c3cccc(F)c3)C(=O)N1[C@H](c1cccc(C)c1)[C@@H]1C(=O)N(Cc3ccccc3)C(=O)[C@@H]12,23,-5,-14,0,-4,-23,-23,-1.3,x,1
O=c1[nH]cnc2c1ncn2C1OC(CO)C(O)C1O (stereo unspecified),9,0,8,5,2,-4,-9,-1.0,x,-9
COc1ccc(C(=O)N2CCN(c3ccccn3)CC2)cc1,29,-2,-27,1,x,-6,-29,0.0,0,-16
CC(C)CC(=O)N1CCN(S(=O)(=O)c2ccc(C3CCCCC3)cc2)CC1,22,5,-5,-6,-9,-22,-22,-2.3,-1,-7
CN(C)c1cccc(C(=O)NCc2ccc(Cl)cc2)c1,-6,-1,-16,2,-9,-8,6,-0.5,0,-1
CCc1ccc(S(=O)(=O)NC(=S)Nc2ccccc2)cc1,17,-4,-7,-4,4,8,-17,-1.8,-1,1
O=C(CNC(=O)c1nc[nH]c1C(=O)N1CCN(c2ccccc2)CC1)OCc1ccccc1,8,2,5,0,-1,-16,3,-0.7,x,15
O=C(Nc1ccc2nc3n(c(=O)c2c1)CCCCC3)c1cc([N+](=O)[O-])ccc1F,-2,-5,-9,-10,-66,3,2,-3.1,x,-11
O=C(Nc1ccc(N2CCCC2)cc1)c1ccccc1[N+](=O)[O-],-8,-2,1,25*,3,5,8,0.1,0,1
CCc1ccccc1NC(=O)NNS(=O)(=O)c1cc(C)ccc1C,-3,-4,-7,-1,-9,6,3,-1.2,-1,6
CCC(C(=O)OCC(=O)Nc1cc(OC)ccc1OC)c1ccccc1 (stereo unspecified),18,-5,7,1,-14,7,-18,0.2,x,10
C=CCSc1nccc(-c2cc(Cl)sc2Cl)n1,3,1,-7,-2,6,28,-3,-0.5,3,-17
COc1ccc(-c2cc(C(F)F)n3ncc(C(=O)N4CCN5CCCC5C4)c3n2)cc1 (stereo unspecified),-30,x,-4,-5,-19,x,30,-0.5,2,-81
O=C(CSc1nnc(CNC(=O)c2c(F)cccc2Cl)o1)NCc1ccc(F)cc1,-20,-3,-3,-5,-5,-1,20,3.6,-3,-1
CCN(CC(=O)Nc1ccc(OC)cc1)CC(=O)Nc1ccc2c(c1)OCO2,7,-1,11,-12,x,13,-7,0.1,2,17
COc1cc(N=Nc2c(O)c3ccccc3[nH]c2=O)c(OC)cc1N=Nc1ccccc1,-14,-6,17,-10,-21,6,14,0.4,2,13
CCOC(=O)c1ccc(NC(=O)N2CCN(c3ccccn3)CC2)cc1,-44,1,-1,-6,x,x,44,x,1,12
CCSc1nc2ccccc2n1C(=O)/C=C/c1ccc(OC)c(OC)c1,x,-7,-8,-8,-76,14,x,0.2,-1,0
N#C/C(=C\c1ccncc1)C(N)=O,13,-3,-10,-1,0,8,-13,-0.2,-1,0
Cc1cc2nc(CCN(Cc3cccnc3)C(=S)Nc3ccccc3)[nH]c2cc1C,13,-2,-6,-6,4,0,-13,-2.3,-1,23
CCc1nc(SCc2ccc(OC)cc2)n[nH]1,11,1,6,3,26,-12,-11,-0.5,0,6
O=C(Nc1cc(C(F)(F)F)ccc1-n1cncn1)c1ccc(Br)cc1,-40,-1,-5,9,2,-1,40,-1.7,-2,18
C=CCn1c(SCC(=O)c2ccc(O)c(O)c2)nnc1-c1ccccc1OC,21,-7,2,2,5,-7,-21,0.1,x,5
O=C(COc1c(F)c(F)cc(F)c1F)NC(=O)NC1CCCC1,14,-2,4,1,x,x,-14,x,5,-2
CC(C)c1ccc2c(c1)[C@H]1OCC[C@H]1[C@@H](c1cccs1)N2,4,-2,-15,-1,0,3,-4,0.7,0,3
Cc1cc(C(=O)COC(=O)[C@H](C)NC(=O)c2ccco2)c(C)n1Cc1ccco1,1,-4,-18,-14,5,6,-1,0.8,3,-2
CCOC(=O)/C=C(\C)N1N=C(c2ccccc2)CC1c1ccccc1 (stereo unspecified),-10,-2,3,-2,44,-15,10,-1.6,x,7
CCSc1nnc(NC(=O)CCc2ccccc2)s1,-3,-4,-6,-3,30,-1,3,-1.5,-3,-4
C=CCSc1nnc(NC(=O)c2ccc(N3CCCC3=O)cc2)s1,5,-8,-16,-1,34,-17,-5,0.0,-1,0
OC(CNCC1COc2ccccc2O1)COc1ccc(Cl)cc1 (stereo unspecified),20,1,-10,-11,8,-10,-20,-0.9,-2,-3
O=C1OCC2=C1C(c1ccc(F)cc1)CC(=O)N2c1ccc(F)cc1 (stereo unspecified),-1,0,-2,-6,0,x,1,-0.3,x,-4
COc1ccc(/C=N/n2cnn(Cc3ccccc3Cl)c2=S)cc1OC,-3,-1,7,-9,-6,4,3,-0.5,-3,9
O=c1cnn(Cc2ccc(F)cc2)c2ccccc12,x,-4,-6,4,3,-5,x,-1.9,-2,-9
Cc1ccc(-n2c(Cc3cccn3C)nnc2SCC(=O)Nc2cc(C)on2)cc1,-11,-1,-5,-5,-6,16,11,0.1,x,-18
C/C(=N\NC(=O)CCc1ccccc1)C1C(=O)c2ccccc2C1=O,u,0,5,-6,1,31,-116,-1.0,4,-4
O=C(OCC1OC2OC3(CCCCC3)OC2C2OC3(CCCCC3)OC12)c1ccccc1 (stereo unspecified),13,0,-1&-1,-1,-10,12,-13,-0.1,-4,-3&-5
COc1ccc(O)c(/C=N/NC(=S)Nc2cccc(S(=O)(=O)N(C)C)c2)c1,-10,-4,9,1,-26,-12,10,0.6,-15,-3
Cc1cccc(C)c1NC(=O)CN1C(=O)S/C(=C\c2cccn2C)C1=O,5,-2,-12,1,-1,17,-5,-3.6,x,-1
CCc1cccc(CC)c1NC(=S)Nc1cccc(Cl)c1Cl,28,-3,-14,-1,-7,-2,-28,-0.1,-2,0
NS(=O)(=O)c1ccc(NC(=O)CN2CCc3ccccc32)cc1,3,1,-15,-5,x,26,-3,-2.0,0,-5
Cn1c(-c2c(N)n(-c3ccccc3)c3nc4ccccc4nc23)nc2ccccc21,-45,0,6,-5,3,-6,45,-0.3,-7,11
CCOC(=O)c1ccc2nc(NC(=O)c3cccs3)sc2c1,-11,0,-5,7,38,9,11,-0.2,0,-11
Cc1ccc(NC(=O)Cn2c(=O)oc3cc(S(=O)(=O)N4CCC(C)CC4)ccc32)cc1C,-5,x,-15,5,3,-4,5,-0.6,x,-13
O=C(NC1CCCC1)C1CCN(C(=O)c2cc(Cl)ccc2Cl)CC1,-3,-23,-14,1,5,-2,3,-5.5,-2,-6
CCN(Cc1ccc(OC)c(F)c1)C(=O)c1oc2ccccc2c1COC,7,-3,-5,-8,-10,-39,-7,-2.0,-9,8
Cc1ccc(C2=NN(C(=O)CSc3nc(N)cc(N)n3)C(c3ccco3)C2)cc1 (stereo unspecified),3,1,-12,-6,-4,16,-3,-3.9,4,x
O=C(CCc1nnc2ccc(NCc3ccco3)nn12)N1CCN(c2ccccc2)CC1,3,-1,2,-9,7,-10,-3,-3.4,-1,11
O=C(NCC1COc2ccccc2O1)c1cccc(S(=O)(=O)N2CCN(c3ccccc3)CC2)c1 (stereo unspecified),-31,-6,-7,-9,-26,-4,31,-0.7,-1,-4
O=C(/C=C/c1ccc(O)c([N+](=O)[O-])c1)c1ccc2ccccc2c1,2,-6,4,-12,-9,-19,-2,2.0,x,0
CCOC(=O)C1=C(c2cccc(F)c2)NC(=S)NC1C (stereo unspecified),-42,-2,-1,-3,-4,9,42,-1.8,x,6
Cc1ccc(S(=O)(=O)N2CCCCC2)cc1C(=O)NCCCN1CCOCC1,1,-2,-15,0,1,9,-1,0.8,0,-1
COC(=O)c1c(NC(=O)c2ccc(OC(C)C)cc2)sc2c1CC(C)(C)NC2(C)C,-4,x,-5,-16,-10,14,4,1.5,x,-6
CN(C)S(=O)(=O)c1cccc(NC(=S)N/N=C/C2CC=CCC2)c1 (stereo unspecified),x,-3,-4,-3,11,-6,x,-1.3,2,-2
C[C@@H]1CCC[C@H](C)N1NC(=O)c1ccc(Cl)c(S(N)(=O)=O)c1,11,-1,-7,5,-4,-7,-7,-1.2,x,-13
COc1ccc2sc(N(CCCN(C)C)C(=O)c3ccc(S(=O)(=O)N4CCCC4)cc3)nc2c1,1,x,9,-8,3,-7,-1,-1.3,0,9
CC(C)(C)c1ccc(C(=O)Nc2ccc(NC(=O)c3ccco3)cc2)cc1,-58,-3,-7,-4,-12,-10,58,0.2,3,8
CCSc1cc(N2CCOCC2)nc(-c2ccc(Cl)cc2)n1,-62,x,-2,-6,0,0,62,0.2,-4,2
COC(CNC(=O)c1ccc2c(c1)ncn2-c1cccc(C)c1)OC,x,x,-16,0,16,-5,x,-2.2,-1,-5
O=C(COC(=O)Cc1ccc(F)cc1)NCCc1ccccc1,17,3,7,-12,1,-1,-17,-3.6,-3,37

# (list continues)
SMILES,SR-BI DiI-HDL act,CAL PDZ FP-1,PvdQ acylase,dFosB act,MITF act,PfHsp90 yeast 2,SR-BI DiI inh,CAL PDZ FP-2,NSD2 HMT inh,Rtt109 Vps75
O=C(Nc1ccccc1)c1ccc(-c2ccccc2Cl)o1,8,1,5,-1,89*,-11,-8,0.4,x,1
CCCCC1(C)NC(=O)N(CC(=O)Nc2ccc(Cl)cc2C)C1=O (stereo unspecified),6,-3,6,1,-4,-1,-6,0.5,-1,-2
CCC1Oc2ccc(C)cc2N(CC(=O)NCCCN2CCOCC2)C1=O (stereo unspecified),6,-2,-3,0,2,2,-6,-1.9,3,-3
COc1ccc(N2CCN(C(=O)CNC(=O)c3ccc(Br)o3)CC2)cc1,-1,-3,-9,-2,-2,14,1,-2.2,0,-22
Cc1cc(NS(=O)(=O)c2ccc(NC(=O)/C=C/c3cccc(Cl)c3)cc2)no1,-10,-5,-6,-8,-7,11,10,-2.8,4,6
Clc1ccc(C(c2nnnn2C2CCCC2)N2CCN(Cc3ccncc3)CC2)cc1 (stereo unspecified),28,-2,12,-6,8,11,-28,-0.3,-2,17
OC(CN1CCN(C(c2ccccc2)c2ccccc2)CC1)c1ccccc1 (stereo unspecified),-3,-1,-15,-12,6,14,3,-3.3,1,2
